High-throughput results: PubChem, National Center for Advancing Translational Sciences (NCATS)
EPAC1 ag – agonists of human EPAC1; O95398; EPAC1 agonist qHTS, biochemical assay; response scale: 100% = response to 6.5 mM cAMP; Potency, µM (top dose mostly 154 µM), inactives show at the top dose activation, hits mostly activators; hit rate 0.073% among 360,000; note: potency is the fitted concentration of half-maximal effect; nearly all actives have a fitted effect of over 60% in size
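Normalized to 6.5 mM cAMP, activity reflects EPAC1-catalysed release of BODIPY-GDP from Rap1B, followed kinetically over 30 min at 480 nm excitation, 540 nm emission. Reaction contained 100 nM EPAC1, 250 nM Rap1B-BODIPY-GDP, 50 uM GDP.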
Abeta yeast res – compounds reversing amyloid beta toxicity in yeast; hit rate 0.063% among 410,000; yeast expressing A-beta42, growth rescue, OD600, 48 h; response scale: 0% DMSO, 100% iron-clioquinol control; Potency, µM (top dose mostly 46.1 µM), inactives show at the top dose growth rescue, actives largely listed as activators; note: potency is the fitted concentration of half-maximal effect; nearly all actives have a fitted effect of over 55% in size
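Growth rescue measured by 600 nm absorbance after 48 h yeast culture at 30 C with compound. Values normalized between DMSO and an equimolar ferric chloride plus clioquinol control.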
PLK1 PBD inh – blocks phosphopeptide binding to human PLK1 polo-box domain; P53350; Plk1 PBD binding of FITC phosphopeptide, fluorescence polarization; Potency, µM, without a hit: max response, negative = inhibition, most hits filed as inhibitors; hit rate 2.8% among 360,000; note: potency is the fitted concentration of half-maximal effect; series mostly up to about 57 µM; % is set by controls: 0 for no effect and ±100 for the full control effect; nearly all actives have a fitted effect of over 65% in size
Target sequence (P53350 whole entry, looked up, the tested form may be a part): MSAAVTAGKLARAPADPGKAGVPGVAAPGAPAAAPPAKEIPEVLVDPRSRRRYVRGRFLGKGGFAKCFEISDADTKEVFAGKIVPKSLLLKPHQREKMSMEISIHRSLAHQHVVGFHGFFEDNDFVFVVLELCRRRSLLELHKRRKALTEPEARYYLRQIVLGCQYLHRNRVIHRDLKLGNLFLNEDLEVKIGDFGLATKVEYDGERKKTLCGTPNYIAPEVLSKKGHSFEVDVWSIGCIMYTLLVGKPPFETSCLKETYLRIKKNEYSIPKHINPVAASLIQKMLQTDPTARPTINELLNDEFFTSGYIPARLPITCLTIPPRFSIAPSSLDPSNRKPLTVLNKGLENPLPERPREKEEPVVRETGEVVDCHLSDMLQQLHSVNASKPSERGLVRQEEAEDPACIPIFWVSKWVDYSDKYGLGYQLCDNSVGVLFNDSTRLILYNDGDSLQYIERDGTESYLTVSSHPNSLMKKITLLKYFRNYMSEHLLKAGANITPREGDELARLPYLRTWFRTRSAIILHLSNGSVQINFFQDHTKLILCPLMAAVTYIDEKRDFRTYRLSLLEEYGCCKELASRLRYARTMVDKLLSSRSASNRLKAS
FUS yeast rescue – rescues growth of FUS-expressing yeast | AID 1347120 | Potency, µM (series often up to 76.6 µM), for inactives: at the highest dose growth rescue (activation), actives largely listed as activators | S. cerevisiae FUS-expressing, growth rescue, OD600, 24 h | hit rate 0.24% among 390,000;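 note: potency is the fitted concentration of half-maximal effect; plate controls were DMSO vehicle for no effect and reference control for full effect; nearly all actives have a fitted effect of over 55% in size; some results filed as inactive show a strong effect at the top dose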
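Absorbance at 600 nm, taken 24hr after compound addition, measured rescue of FUS-yeast growth at 30C. Induction used 2% galactose with seeding at OD 0.005. Controls: CP55940 from 92uM final, DMSO only.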
PI5P4Ka inh – blocks human PI5P4K alpha kinase activity; PI5P4Kalpha enzyme, ADP-Glo luminescence, 60 min; stronger effect = lower value; hit rate 1.2% among 330,000; P48426; max response, %; active = max response of -50% or lower; inconclusive = between -30% and -50%; inactive = -30% or higher; note: value at the top dose of about 77 µM; % is set by controls: 0 for no effect and ±100 for the full control effect
Target sequence (P48426 whole entry, looked up): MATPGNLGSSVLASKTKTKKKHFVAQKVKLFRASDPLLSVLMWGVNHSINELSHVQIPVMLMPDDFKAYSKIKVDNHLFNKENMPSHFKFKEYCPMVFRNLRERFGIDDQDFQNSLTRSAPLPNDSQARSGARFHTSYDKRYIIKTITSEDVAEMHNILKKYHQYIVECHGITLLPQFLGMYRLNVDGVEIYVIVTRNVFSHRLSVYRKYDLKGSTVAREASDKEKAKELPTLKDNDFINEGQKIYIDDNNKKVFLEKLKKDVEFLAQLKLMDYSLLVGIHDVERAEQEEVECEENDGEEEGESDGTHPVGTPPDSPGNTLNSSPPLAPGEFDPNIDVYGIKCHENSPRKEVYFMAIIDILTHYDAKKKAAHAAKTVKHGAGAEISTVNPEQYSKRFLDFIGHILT
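PI5P4Kalpha ADP-Glo assay; 5 microM ATP final; 60 min RT reaction; HEPES pH 7.4/EGTA/CHAPS, 5% DMSO; controls lacking substrate or enzyme; luminescent end-point.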
EPAC1 antag – antagonists of human EPAC1 | hit rate 0.14% among 360,000 | EPAC1 GEF assay, Rap1b-BODIPY-GDP exchange fluorescence | Potency, µM (series often up to 115 µM), for the others: top-dose activity change, negative = inhibition, hits mostly inhibitors;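 note: potency is the fitted concentration of half-maximal effect; plate controls were vehicle for no effect and positive control for full effect; nearly all actives have a fitted effect of over 50% in size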
aSyn rescue – rescues yeast growth from alpha-synuclein toxicity | Yeast expressing alpha-synuclein, growth rescue, BacTiter-Glo, 24 h | hit rate 0.14% among 370,000 | AID 652106 | Potency, µM (highest dose often 46.1 µM), inactives show at the highest dose growth rescue (activation), most hits filed as activators; note: potency is the fitted concentration of half-maximal effect; % of control where 0% means no effect; nearly all actives have a fitted effect of over 65% in size
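Readout is rescue of growth in alpha-synuclein-expressing yeast, so inhibitors of toxicity appear as activators. Growth after 24 hr at 30 deg C in galactose medium is quantified by luminescence.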
IL2 activator – IL-2 activation. IL-2 activation reporter assay, cell-based qHTS; stimulated with anti-CD3/CD4/CD28 beads; in transgenic mouse T cells. hit rate 0.065% among 360,000. activation, % (series mostly up to about 46 µM); in the data active = activation above about 50%; inconclusive = mostly about 30% to 49%; note: 0% is about no effect
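Quantitative HTS in unstimulated transgenic mouse T cells, with memory T cells as non-tolerant control and PMA/ionomycin as tolerance-bypass control. Compound pretreatment lasted 60 minutes before 18 h bead stimulation; EGFP/DsRed fluorescence read.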
WRN helicase inh – inhibitors of human WRN helicase; WRN helicase unwinding, fluorescent forked duplex, kinetic; AID 651768; Potency, µM (doses to about 114 µM), without a hit: at the top dose activity change, negative = inhibition, hits mostly inhibitors; hit rate 0.46% among 360,000; note: potency is the fitted concentration of half-maximal effect; % is set by controls: 0 for no effect and ±100 for the full control effect; nearly all actives have a fitted effect of over 55% in size
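Screening of the MLSMR collection measured strand separation of a quenched forked DNA duplex (100 nM) by 20 nM WRN with 2 mM ATP, all final. Compounds were preincubated with enzyme 15 min at room temperature.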
Starred values were filed as active, the others as inactive; u = inconclusive; x = no result given; [ ] = another dose, or the depositor's remark. Unless noted, calls come from the whole dose curve; as a rule, active = well fitted curve in the direction sought with a large enough effect; inconclusive = small, poorly fitted or top-dose-only effect, or another doubt; inactive = no such curve, though single readings can be large; an effect the other way counts as inactive or inconclusive.

Value order: EPAC1 ag, Abeta yeast res, PLK1 PBD inh, FUS yeast rescue, PI5P4Ka inh, EPAC1 antag, aSyn rescue, IL2 activator, WRN helicase inh
N=c1c(S(=O)(=O)c2ccc(Br)cc2)cc2c(=O)n3ccccc3nc2n1Cc1ccccc1
→ 9.1%, 1.9%, u, 0.5%, -4.8, 13.2%, 5.2%, -3.7, 0.5%
COc1ccc(NC(=O)C(c2ccc(OC)cc2)N(C)C(=O)c2cnccn2)cc1 (stereo not drawn)
→ -10.0%, -10.9%, -1.2%, 5.2%, 9.0, 6.2%, 0.1%, -2.6, -3.4%
Cc1c(C(c2cc3c(cc2Br)OCO3)c2c(C)n(C)n(-c3ccccc3)c2=O)c(=O)n(-c2ccccc2)n1C
→ 1.0%, 0.0%, 1.2%, x, -5.0, 12.3%, 2.5%, -0.4, 3.0%
CCOc1ccc(-c2cccc(NS(=O)(=O)c3cc([N+](=O)[O-])ccc3C)c2)nn1
→ 6.7%, 0.8%, -9.1%, 21.4%, 2.6, 1.9%, 3.8%, -0.6, -9.1%
COc1cc(OC)cc(C(=O)NCC(=O)OCc2csc(-c3ccccc3)n2)c1
→ 9.7%, -3.2%, -5.7%, x, -9.9, -23.7%, -6.1%, -0.4, -11.2%
COc1cc(NC(=O)c2cccc(S(=O)(=O)N3CCCCC3)c2)cc(OC)c1OC
→ 6.3%, -9.6%, 0.5%, -30.1%, -5.2, -10.7%, -2.4%, 1.0, -2.3%
Cn1c(=NC(=O)CS(=O)(=O)c2ccccc2)sc2ccccc21
→ 2.8%, 2.6%, 4.1%, -1.8%, -4.6, 6.7%, 0.9%, -3.9, 5.8%
CC1(c2ccc(Cl)cc2Cl)NC(=O)N(CC(=O)Nc2cccnc2Cl)C1=O (stereo not drawn)
→ -8.3%, -8.2%, -6.8%, 17.2%, -9.5, 8.8%, -0.8%, -0.4, -6.9%
c1ccc(CSc2nnc(-c3ccco3)o2)cc1
→ 9.9%, 1.1%, 0.1%, -14.7%, 9.9, 4.1%, 0.7%, 0.7, -0.1%
CCOC(=O)N1CCN(S(=O)(=O)c2cc(OCC(N)=O)c(C)cc2Cl)CC1
→ 7.2%, 7.3%, -10.2%, 12.7%, 4.6, u, -2.0%, -0.6, -1.1%
O=C(O)C1CCC(=O)N1Cc1ccc(F)cc1 (stereo not drawn)
→ 13.6%, -12.9%, -14.8%, -11.3%, x, 1.6%, -1.2%, -2.4, -2.8%
Sc1nnc(-c2ccc(Cl)cc2)n1Cc1ccccc1
→ 2.8%, 8.9%, x, x, -0.5, -5.9%, 7.9%, 1.5, -4.3%
NN(CCO)C(=S)Nc1ccc(Cl)cc1
→ -3.6%, 18.1%, -10.8%, -0.6%, 0.7, -7.5%, 7.3%, 1.8, -1.4%
Cc1nnc(N/N=C/c2ccc(-c3ccccc3F)o2)n1N
→ 2.8%, -18.6%, -16.3%, 27.0%, 4.9, -9.5%, -16.6%, -0.4, -8.7%[11.6 µM]
CC(C)(C)c1ccc(NC(=O)COC(=O)C2CCCC2)cc1
→ -3.3%, 19.8%, -4.3%, 26.9%, 10.5, -19.7%, -0.8%, 2.1, -6.8%
C=CCN1C(=NC(=O)CCCC(=O)O)SC2CS(=O)(=O)CC21 (stereo not drawn)
→ 5.6%, 0.2%, 1.2%, 14.6%, 1.7, 10.4%, -1.0%, -1.3, -0.3%
CC(=O)NS(=O)(=O)c1ccc(NC(=O)c2ccc(S(=O)(=O)N3CCCC3)cc2)cc1
→ 12.7%, -0.9%, -0.2%, -6.2%, -0.1, 0.6%, -0.5%, 0.3, -4.0%
O=C(Cn1cc(C(=O)c2ccco2)c2ccccc21)NC1CCCC1
→ -2.3%, -5.0%, -1.5%, 3.8%, 3.3, -4.9%, -12.7%, -3.6, 8.6%
CCN(CC)CCCNC(=O)c1ccc(Cl)c(S(=O)(=O)Nc2ccccc2OC)c1
→ 1.8%, 11.3%, -4.9%, 13.1%, 0.2, 8.5%, x, -0.4, -9.3%
Nc1nc(NCCCN2CCOCC2)nc(Nc2ccc(Cl)cc2)c1[N+](=O)[O-]
→ 9.9%, -10.9%, 0.2%, -3.0%, 17.2, 21.2%, -5.4%, 0.5, -5.2%
CC(=O)Nc1cncc(-c2ccccc2F)n1
→ -11.0%, 8.7%, -2.3%, -17.5%, 0.1, 4.8%, -3.7%, -0.6, 4.1%
COCCOC(=O)N1CCCCC1c1cc(C(=O)NCc2ccc(Cl)c(Cl)c2)no1 (stereo not drawn)
→ 11.1%, -0.4%, -1.1%, u, 1.8, -10.2%, 10.1%, 0.1, -8.8%
CCNC(=S)N1CCN(S(=O)(=O)/C=C/c2ccccc2)CC1
→ -2.4%, -7.8%, 1.0%, 5.4%, -2.5, -11.6%, 2.7%, 0.9, -0.4%
O=C(CSc1nnc(-c2ccco2)o1)NC1CCCCC1
→ -1.9%, -15.4%, -12.9%, -14.6%, 4.0, 3.1%, -13.2%, -0.4, 6.7%
COC(=O)c1nc(NC2=NCCCCC2)n[nH]1
→ 0.1%, 16.3%, u, -7.1%, -0.2, -3.4%, 0.6%, 2.0, 7.8%
COc1cc(NC(N)=S)c(OC)cc1Cl
→ 2.3%, 6.8%, -1.4%, -1.4%, 0.3, 6.6%, -2.4%, 0.4, 6.6%
Cc1cc(C)cc(Oc2ccccc2/C=N\O)c1
→ 25.3%, -5.2%, -1.8%, 9.5%, 10.7, 4.6%, -21.1%, -0.2, -5.3%
COc1ccc(-c2nnc(SCC(=O)c3ccc(O)cc3O)o2)cc1
→ 13.1%, -9.4%, -11.7%, 25.4%, -17.7, 15.0%, -4.6%, -1.2, -7.8%
Cc1ccccc1N1CCN(CC(=O)Nc2nccs2)CC1
→ -2.6%, 10.0%, 5.7%, 22.7%, 5.8, -9.8%, -2.7%, 0.4, 9.4%
O=C(NCCCn1ccnc1)NC(C(F)(F)F)C(F)(F)F
→ 3.2%, -11.1%, -7.8%, 37.9%, -0.4, 8.5%, -3.6%, -0.9, 1.1%

Entries of single compounds, quoted from the list. Values in the order: EPAC1 ag	Abeta yeast res	PLK1 PBD inh	FUS yeast rescue	PI5P4Ka inh	EPAC1 antag	aSyn rescue	IL2 activator	WRN helicase inh
`O=C(CSc1nnc(-c2ccco2)o1)NC1CCCCC1` in the list: -1.9%	-15.4%	-12.9%	-14.6%	4.0	3.1%	-13.2%	-0.4	6.7%
`COc1ccc(-c2nnc(SCC(=O)c3ccc(O)cc3O)o2)cc1` in the list: 13.1%	-9.4%	-11.7%	25.4%	-17.7	15.0%	-4.6%	-1.2	-7.8%

The list goes on.
Value order: EPAC1 ag, Abeta yeast res, PLK1 PBD inh, FUS yeast rescue, PI5P4Ka inh, EPAC1 antag, aSyn rescue, IL2 activator, WRN helicase inh
CC(C)(C)c1ccc(CC(=O)N2CCC2(C)C(=O)Nc2cnc3ccccc3c2)cc1 (stereo not drawn)
→ -12.2%, -4.2%, -6.4%, u, 16.0, -22.7%, u, -0.8, -3.2%[57.1 µM]
CCC(=O)N1Cc2cc(C(=O)Nc3nccs3)nc(-c3cccc(-c4ccccc4OC)c3)c2[C@H]1CCO
→ 4.0%, -11.0%, -1.9%, u, -0.7, -11.5%, 10.1%, -1.1, -0.4%
NC(=S)Nc1ccc(S(=O)(=O)c2ccc(NC(N)=S)cc2)cc1
→ 1.6%, 5.2%, -2.3%, 5.8%, -4.0, 6.8%, 0.9%, -1.7, 3.5%
CCN(c1ccc(NC(=O)COC(=O)c2cccs2)cc1)C(C)C
→ 7.5%, 0.9%, -3.2%, 8.6%, -6.3, 3.3%, -0.2%, -0.8, -10.1%
Cc1ccccc1CNS(=O)(=O)c1c(C)[nH]c(C)c1C(=O)N1CCCCC1
→ -10.7%, -11.5%, 26.7µM*, 17.3%, -22.0, -8.6%, 2.0%, -3.0, -3.9%
CC(=C/c1ccccc1)/C=N/Nc1nc(N2CCCCC2)nc(N2CCCCC2)n1
→ 4.9%, -0.8%, -6.8%, x, -6.7, -14.7%, -6.7%, 0.3, 2.0%
O=C(Nc1cccc(NC(=O)c2ccccc2Cl)c1)c1ccc(F)cc1
→ 4.0%, -6.6%, -12.7%, -8.6%, -2.7, -23.7%, 7.6%, 0.5, -7.3%
O=C1c2ccccc2C(=O)N1CCc1csc(-c2ccc(F)cc2)n1
→ 11.1%, -23.4%, -0.1%, 20.9%, x, 0.4%, u, -2.1, -12.9%
COc1ccc(/C=C(\NC(=O)c2ccccc2)C(=O)NCCN2CCOCC2)cc1
→ 1.6%, -9.3%, -10.7%, 17.6%, 3.3, -11.7%, 0.8%, -0.4, -6.4%
CCOC(=O)c1c(C)[nH]c(C)c1C(=O)COC(=O)c1ccc(OC)c(OC)c1
→ 12.2%, 8.1%, -16.3%, 8.8%, 3.1, 2.9%, 4.2%, -0.9, 9.6%
CCN(CC)CCCN1CC(O)=C(c2nc3ccccc3s2)C1=N
→ 0.7%, 0.0%, -2.5%, -2.9%, 1.8, -26.8%, -0.2%, -0.1, 0.6%
CC1CC2=C(C(=O)O1)C(C)Nc1ccccc1N2 (stereo not drawn)
→ -0.1%, -2.1%, -2.2%, x, 5.9, 4.7%, -11.4%, -1.6, 6.6%
COc1ccccc1CN(C)C(=O)c1cccc(S(=O)(=O)N2CCCC2)c1
→ -10.3%, -10.6%, 0.1%, -5.5%, 2.7, 15.4%, -5.1%, 0.4, 11.4%
Cc1ccc(S(=O)(=O)N(CC(=O)Nc2ccc(C(N)=O)cc2)C(=O)N2CCN(C)CC2)cc1
→ 0.5%, -15.8%, 1.3%, 19.7%, 0.9, 2.7%, 0.8%, 1.3, -5.1%
CCNC(=O)C1(C)CCCN(C(=O)c2cc(-c3ccccc3)cs2)C1 (stereo not drawn)
→ 2.7%, -14.0%, -10.3%, -3.9%, 4.1, -10.6%, 1.1%, -0.6, -6.1%
COC(=O)C(C(=O)OC)c1ncc(C(F)(F)F)cc1Cl
→ -7.2%, -13.7%, -25.9%, -10.4%, 1.5, 1.2%, -1.2%, 0.5, 2.5%
